ANO1 block: blocks the mouse calcium-activated chloride channel TMEM16A; Q8BHY3; HEK293 TMEM16A/YFP iodide influx fluorescence, ionomycin; normalized B-score (activity score, 25-100; higher = stronger inhibition) at 10 µM; actives 1.2% (n = 310,000); AID 588511;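 active means ratio plate-corrected score three or more library SD toward inhibition, starting fluorescence score within five deviations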;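 further: score derived from kinetic fluorescence span divided by baseline fluorescence per well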
ANO1 activ: activators or potentiators of mouse TMEM16A chloride channel; Q8BHY3; HEK293 TMEM16A/YFP-H148Q/I152L, iodide quench fluorescence; hits give low values; B-score at 10 µM; actives 0.3% (n = 340,000); AID 623877;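 active means fluorescence-ratio B-score plate-corrected deviation score at least 3 library SD below zero, with starting fluorescence score within 5 deviations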;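 further: channel opened by trigger with iodide after compound preincubation; score built on the fluorescence ratio of max minus min over baseline; more negative score means more quench and so TMEM16A activation or potentiation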
TRPC6 act: activators of mouse TRPC6 channel; HEK293-TRPC6 membrane potential dye fluorescence; hits give high values; B-score at 10 µM; actives 0.13% (n = 310,000); AID 2550;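 active means B-score of the integrated fluorescence ratio above library mean plus 3 SD, and starting fluorescence ratio within library mean plus 5 SD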;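 further: higher score means more depolarization so channel activation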
MrgX1 allo act: allosterically activates human MrgX1 receptor signaling; AID 588675; actives 0.63% (n = 310,000); B-score at 10 µM; MrgX1-HEK293, Fluo-4 calcium flux, FDSS; hits give high values; Q96LB2;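 active means plate-corrected calcium response at least 3 library SD above typical, normal starting fluorescence, not activating the receptor alone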;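 further: compound read alongside a low EC10 to EC30 dose of BAM8-22 agonist; peak minus trough fluorescence over baseline measured at the second addition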
Target sequence (Q96LB2 whole entry, looked up): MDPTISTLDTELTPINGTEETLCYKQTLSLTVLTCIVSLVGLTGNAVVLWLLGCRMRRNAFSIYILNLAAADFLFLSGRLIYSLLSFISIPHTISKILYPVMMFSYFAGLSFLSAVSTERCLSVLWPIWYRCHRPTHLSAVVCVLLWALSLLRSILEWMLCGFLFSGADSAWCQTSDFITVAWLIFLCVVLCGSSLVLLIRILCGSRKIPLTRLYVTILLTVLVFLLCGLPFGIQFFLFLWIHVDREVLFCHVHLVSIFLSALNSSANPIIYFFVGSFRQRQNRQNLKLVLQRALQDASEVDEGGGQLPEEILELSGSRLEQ
MrgX1 agonist: agonists of human MrgX1 receptor; MrgX1-HEK293 cells, Fluo-4 calcium fluorescence, agonist mode; hits give high values; B-score at 10 µM; actives 0.44% (n = 310,000); AID 588627;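 active means calcium response B-score plate-corrected fluorescence ratio at least 3 library SD, with starting fluorescence B-score inside 5 SD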
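Material – MrgX1-expressing HEK293 cells · Input – 15,000 cells seeded per well · Dosing – compound as first of three additions · Times – overnight seeding, then 1 h dark dye loading · Measured by – kinetic Fluo-4 NW fluorescence of intracellular calcium · Read-out – B-scored fluorescence response ratio · Benchmarks – positive and negative control wells on each plate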
TRPC4 inh: inhibitors of mouse TRPC4 channel; AID 2247; Q9QUQ5; B-score at 10 µM; actives 0.39% (n = 300,000); HEK293 TRPC4beta/mu-opioid, DAMGO-evoked Fluo4 calcium flux; hits give low values;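 active means B-score over 3 SD under the library average, no early fluorescence shift, positive overall ratio signal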
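material = TRPC4beta/mu-opioid receptor HEK293 cell line | probe or stimulus = sequential submaximal and maximal DAMGO stimulation | compound dosing = one concentration per compound | measured by = Fluo4 Ca2+ flux fluorescence | evaluation = integrated fluorescence ratio relative to baseline, converted to per-well B score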
TRPC4 act: activators of mouse TRPC4 channel; actives 0.49% (n = 310,000); AID 2237; B-score at 10 µM; HEK293 TRPC4beta/mu-opioid, Fluo4 calcium fluorescence; hits give high values; Q9QUQ5;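 active means B-score above 5 SD of library B-scores, and initial fluorescence ratio not above library mean plus 5 SD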;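 further: positive B-score marks a calcium rise read as TRPC4 activation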
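System – HEK293 cells stably co-expressing mouse TRPC4beta and mu-opioid receptor · Signal – Fluo4 calcium-sensitive dye fluorescence, kinetic, 1 Hz baseline · Benchmarks – buffer (low) and maximal DAMGO (high) · Read-out – B score of integrated fluorescence ratio per well · Incubation – dye loading 45 min room temperature, 110 s kinetic read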
TRPC4 PAM: TRPC4 (mouse) allosteric potentiation. Q9QUQ5. HEK293 TRPC4beta/mu-opioid, DAMGO EC20, Fluo-4 Ca2+ flux; hits give high values. B-score at 10 µM. actives 0.42% (n = 310,000). AID 2227;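 active means B-score of calcium response area above 5 SD of library B-scores, with initial fluorescence ratio within 5 SD of library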;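 further: B-score of integrated fluorescence ratio over time as area under calcium response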
TRPC6 inhibitor: blocks the mouse TRPC6 cation channel | HEK293-TRPC6, membrane potential dye, ACh-evoked depolarization; hits give low values | B-score at 10 µM | actives 1.1% (n = 310,000);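 active means B-score under library mean minus 3 SD, initial fluorescence not abnormally high, positive integrated signal ratio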;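 further: B-score derived from integrated fluorescence ratio over the kinetic read; more negative B-score means stronger inhibition of depolarization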
MrgX1 antagonist: blocks BAM8-22 activation of human MrgX1 receptor. Q96LB2. MRGX1-HEK293 calcium flux, Fluo-4, BAM8-22 antagonism; hits give low values. B-score at 10 µM. actives 1.3% (n = 310,000);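 active means calcium-response B-score plate-corrected more than 3 library SD below zero, starting fluorescence within 5 deviations, no agonist response on first addition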;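 further: peak minus trough fluorescence over baseline after final BAM8-22 challenge near maximal dose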
SKKanGAS inh: inhibitors of SKKanGAS S. pyogenes growth in kanamycin (SK-promoter or general growth effect); BacTiter-Glo, 6 h; inhibition, % at 7.5 µM; actives 1.3% (n = 300,000);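 active means mean replicate score, as percent of positive control median, at least 50; inconclusive means mean below 50 but one replicate at or above 50; inactive means mean and every replicate below 50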;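 further: strain carries kanamycin resistance gene driven by streptokinase promoter and grows in 40 µg/ml kanamycin; loss of luminescence reflects streptokinase promoter inhibition or plain growth inhibition; 0% = median of DMSO wells and 100% = positive control at its reference dose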
* marks the source's active call; other numbers are inactive results; i = inactive; ? = inconclusive; . = no result given.

SMILES	ANO1 block	ANO1 activ	TRPC6 act	MrgX1 allo act	MrgX1 agonist	TRPC4 inh	TRPC4 act	TRPC4 PAM	TRPC6 inhibitor	MrgX1 antagonist	SKKanGAS inh
COC(=O)c1nn(-c2ccc(-c3ccccc3)cc2)cc1O	i	i	i	i	i	i	i	i	i	i	22
CCc1ccc(NC(=O)CSc2nnc(CNC(=O)c3ccc(OC)cc3)o2)cc1	i	i	i	i	i	i	i	i	i	i	-3
Cc1ccc(S(=O)(=O)N2[C@@H](c3ccc(Cl)cc3)C(C(=O)O)=CC[C@H]2c2ccc3c(c2)OCO3)cc1	i	i	.	i	i	.	.	.	.	i	.
CC(C)CCNC(=O)CC1Nc2c3ccccc3nc(=S)n2C1=O (centres undefined)	i	i	i	i	i	i	i	i	i	i	5
CCCCN(C)CCOc1ccccc1OCC	i	i	i	i	i	i	i	i	i	i	-3
CC(C)N1CCN(C(=O)c2ccc(NC(=O)c3ccc(Br)o3)cc2)CC1	i	i	.	i	i	.	.	.	.	i	.
Cc1cc(C)cc(NC(=O)c2ccc(N3C(=O)C4CCCCC4C3=O)cc2)c1 (centres undefined)	i	i	i	i	i	i	i	i	i	i	10
CCCCSc1nc(NCc2ccco2)c2c3c(sc2n1)COC(C)(C)C3	i	i	i	i	i	i	i	i	i	i	30
O=C1N/C(=C/c2ccc(N3CCOCC3)o2)C(=O)N1c1ccccc1	i	i	.	i	i	.	.	.	.	i	.
O=C(COC(=O)COc1ccccc1)Nc1ccc(S(=O)(=O)N2CCOCC2)cc1	i	i	i	i	i	i	i	i	i	i	7
COCC(=O)NC1CC(C)(C)Cc2c1cnn2-c1ccc(F)cc1 (centres undefined)	i	i	i	i	i	i	i	i	i	i	-2
CC(C)NC(=O)NC(=O)CSc1nnc(C(F)(F)F)n1C	i	i	i	i	i	i	i	i	i	i	-7
COC(=O)c1cc(C#N)c(N(C)Cc2ccccc2)nc1C	i	i	i	i	i	i	i	i	i	i	-3
O=C(N/N=C/c1ccc(-c2cccc([N+](=O)[O-])c2)o1)c1cccs1	i	i	i	i	i	i	i	i	i	i	-6
CCc1ccc(NC(=O)Cn2c(=O)oc3cc(S(=O)(=O)N4CCOCC4)ccc32)cc1	i	i	i	i	i	i	i	i	i	i	-4
CCN1CCN(CC(O)COC(c2ccccc2)c2ccccc2C)CC1 (centres undefined)	i	i	i	i	i	i	i	i	i	i	-4
COc1ccc(-c2nnn(CC(=O)N(CC(=O)NC3CCCC3)c3ccccc3)n2)cc1OC	i	i	i	i	i	i	i	i	i	i	-6
CCn1ncc(Cl)c1C(=O)NC(C)c1ccccc1 (centres undefined)	i	i	i	i	i	i	i	i	i	i	2
CCc1cc(C(=O)c2ccc(OC)cc2)c(NC(=O)CN2CCN(C)CC2)s1	i	i	i	i	i	i	i	i	i	i	-4
CC(Oc1ccccc1)C(=O)N1CCN=C1SCc1ccccc1 (centres undefined)	i	i	i	i	i	i	i	i	i	i	4
O=C(CSc1ncccn1)n1c2c(c3ccccc31)CCCC2	i	i	i	i	i	i	i	i	i	i	11
CS(=O)(=O)c1ccccc1-c1nnc(NC(=O)c2ccc3ncsc3c2)o1	i	i	i	i	i	i	i	i	i	i	12
COc1cccc(CNC(=O)c2cccnc2Sc2ccc(C)cc2C)c1	i	i	i	i	i	i	i	i	i	i	9
Cc1cccc(NC(=O)c2cccnc2)c1C	i	i	i	i	i	i	i	i	i	i	-2
CC(=O)c1c(C)[nH]c(C(=O)Nc2ccc(F)cc2F)c1C	i	i	i	i	i	i	i	i	i	i	-2
COc1cc(OC)cc(C(=O)NCC(=O)OCC(=O)Nc2ccc3c(c2)OCO3)c1	i	i	i	i	i	i	i	i	i	i	-3
O=C(COc1cccc(Oc2ccccc2)c1)Nc1ccc(SC(F)F)cc1	i	i	i	i	i	i	i	i	i	i	?
C=CCc1cccc2cc(C(=O)NCCOC)c(=O)oc12	i	i	i	i	i	i	i	i	i	i	-8
Cc1ccc([N+](=O)[O-])cc1-c1ccc2cccc(C)c2n1	i	i	i	i	i	i	i	i	i	i	21
Cc1cc(C)nc(N2CCCC(C(=O)NCc3cccs3)C2)n1 (centres undefined)	i	i	i	i	i	i	i	i	i	i	-6
O=C1NN(c2ccccc2)C(=O)/C1=C/c1ccc(-c2cccc(C(=O)O)c2)o1	i	i	i	i	i	i	i	i	i	i	-2
CCN(CC)C(=O)Cn1cc(C(=O)C(=O)NCc2ccccn2)c2ccccc21	i	i	i	i	i	i	i	i	i	i	-1
CC1CCN(c2ccc3nnc(CCC(=O)NCC(C)c4ccccc4)n3n2)CC1 (centres undefined)	i	i	i	i	i	i	i	i	i	i	-10
O=S(=O)(NCCc1cn2ccccc2n1)c1ccc2c(c1)CCCC2	i	i	i	i	i	i	i	i	i	i	-4
COc1ccc(OC)c(CCNC(=O)C2CCN(c3nnc(-n4cccc4)s3)CC2)c1	i	i	i	i	i	i	i	i	i	i	5
Cc1ccccc1NS(=O)(=O)c1ccc(C(=O)N2CC(C)OC(C)C2)cc1 (centres undefined)	i	i	i	i	i	i	i	i	i	i	13
O=C(Nc1ccc2c(c1)oc1ccccc12)c1ccncc1	i	i	i	i	i	i	i	i	i	i	0
Cc1nc(N)c(C#N)c(-c2cccnc2)c1-c1ccccc1	i	i	i	i	i	i	i	i	i	i	-5
CN(C)c1ccc(C(=O)Nc2nnc(-c3ccc(Cl)cc3)o2)cc1	i	i	i	i	i	i	i	i	i	i	91*
Cc1ccc(S(=O)(=O)Cn2nnnc2C(c2ccccc2)N2CCN(c3ncccn3)CC2)cc1 (centres undefined)	25*	i	i	i	i	i	i	i	i	i	1
CN(CCc1cn[nH]c1)Cc1nc(Cc2ccccc2F)no1	i	i	i	i	i	i	i	i	i	i	1
O=C(Nc1cccc(C(=O)O)c1)/C(=C\c1ccc(F)cc1)NC(=O)c1ccco1	i	i	i	i	i	i	i	i	i	i	5
Nc1c(S(=O)(=O)c2cccs2)c2nc3ccccc3nc2n1Cc1ccccc1	i	i	i	i	i	i	i	i	i	i	14
CC(=O)c1ccccc1NC(=O)COC(=O)/C(=C/c1ccccc1)n1nnnc1C	i	i	i	i	i	i	i	i	i	i	-4
Oc1ccc(Br)cc1/C=N/NC(=S)NCCc1ccccc1	i	i	i	i	i	i	i	i	i	i	90*
CC(C)CN(CCCNC(=O)CN1N=C(c2ccc(Cl)cc2)CCC1=O)CC(C)C	i	i	i	i	i	i	i	i	i	i	-2
COC(=O)c1sccc1NC(=O)c1ccc(C)s1	i	i	i	i	i	i	i	i	i	i	-1
Fc1ccc(Oc2cc(N3CCOCC3)nc(-c3ccccc3)n2)c(F)c1	i	i	i	i	i	i	i	i	i	i	11
Cc1cc(/C=C(\C#N)C(=O)NC2CC2)c(C)[nH]1	i	i	i	i	i	i	i	i	i	i	0
Cc1ccc(C(=O)OCC(=O)c2c[nH]c3ccccc23)cc1S(=O)(=O)N1CCCCC1	i	i	i	i	i	i	i	i	i	i	9

(list continues)
SMILES	ANO1 block	ANO1 activ	TRPC6 act	MrgX1 allo act	MrgX1 agonist	TRPC4 inh	TRPC4 act	TRPC4 PAM	TRPC6 inhibitor	MrgX1 antagonist	SKKanGAS inh
O=C1CCN1C1(C(=O)NC2CCCCC2)CCCC1	i	i	i	i	i	i	i	i	i	i	-4
Nc1cccc2c1C(=O)N(C(=O)c1ccco1)C2=O	i	i	i	i	i	i	i	i	i	i	-8
Cn1c(=O)c2c(ncn2CCNC2=NCCCCC2)n(C)c1=O	i	i	i	i	i	i	i	i	i	i	-5
CCOC(=O)C1CCCN(c2c(N3CCN(C)CC3)c(=O)c2=O)C1 (centres undefined)	i	i	i	i	i	i	i	i	i	i	-2
CN1C(=O)c2ccc(C(=O)Nc3ccc(Br)cn3)cc2C1=O	i	i	i	i	i	i	i	i	i	i	3
COc1cccc(NC(=O)C2C3C=CC4(O3)C2C(=O)N(CCN2CCCCC2)C4C(=O)NC2CCCCC2C)c1 (centres undefined)	i	i	i	i	i	i	i	i	i	i	0
COc1ccc(C(=O)N2CCC(n3nccc3NC(=O)C3CC3)CC2)cc1F	i	i	i	i	i	i	i	i	i	i	-5
COc1ccc(C2C(C#N)=C(C)NC3=C2C(=O)CC(C)(C)C3)cc1 (centres undefined)	i	i	i	i	i	i	i	i	i	i	-2
O=C(O)Cc1ccc(NC(=O)Nc2ccc(Br)cc2)cc1	i	i	i	i	i	i	i	i	i	i	-13
Cc1cccc(NC(=O)c2cccnc2Oc2ccccc2)c1C(=O)O	i	i	i	i	i	i	i	i	i	i	-3
CCCCc1ccc(NC(=O)CSc2nc(=O)n(CCN(C)C)c3c2CCC3)cc1	i	i	i	i	i	i	i	i	i	i	-4
COc1ccccc1CNC(=O)CC(C)C	i	i	i	i	i	i	i	i	i	i	-3
CCC(NS(=O)(=O)c1ccc(C)cc1)C(=O)N1CCN(c2ccccn2)CC1 (centres undefined)	i	i	i	i	i	i	i	i	i	i	4
CCOC(=O)c1c(C)nc2sc(C(N)=O)c(N)c2c1-c1ccc(OC)cc1	i	i	i	i	i	i	i	i	i	i	-3
O=C1Nc2ccc(F)cc2C12Nc1ccccc1-c1nnc(SCc3ccccc3F)nc1O2 (centres undefined)	i	i	i	i	i	i	i	i	i	i	5
CN(C)S(=O)(=O)c1cccc2nsnc12	i	i	i	i	i	i	i	i	i	i	-2
CCOc1ccc(-c2ccc(/C=C3/C(=N)N4C=CSC4=NC3=O)o2)c([N+](=O)[O-])c1	i	i	i	i	i	i	i	i	i	i	19
CCC(c1nnnn1Cc1ccc(OC)cc1)N1CCN(C(=O)c2ccco2)CC1 (centres undefined)	i	i	i	i	i	i	i	i	i	i	0

Screening results: PubChem, several laboratories
